Screens (PubChem)
uPA generation – inhibitors of cell surface uPA generation; cell surface uPA generation assay, qHTS; Potency, µM (series often up to 38.3 µM), for inactives: top-dose activity change, negative = inhibition, hits mostly inhibitors; AID 540303; 330,000 tested, 0.31% active; active means well fitted inhibition curve with a large enough effect; inconclusive means small, poorly fitted or top-dose-only effect; inactive means no such curve, though single readings can be large or run the other way; tested in mouse RAW 264.7 cells; further: potency means the concentration at half of the fitted maximal effect; on the % scale 0 is the no-effect control and ±100 the full control effect; nearly all actives have a fitted effect of over 55% in size
ELG1 repair inh – blocks ELG1-dependent DNA repair in HEK293T cells; HEK293T ELG1-luciferase reporter, luminescence, 16 h; DNA damage induced by 5-fluorouridine; Potency, µM (top dose mostly 46.1 µM), for inactives: top-dose activity change, negative = inhibition, usual class: inhibitors; 330,000 tested, 2.3% active; further: potency means the concentration at half of the fitted maximal effect; on the % scale 0 is the no-effect control and ±100 the full control effect; nearly all actives have a fitted effect of over 55% in size
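DMSO vehicle served as the neutral condition. Each well held 2,000 cells given 5-fluorouridine plus compound; after 16 hr at 37 °C/5% CO2, ONE-Glo was added and luciferase measured 30 min later.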
USP2a block – inhibitors of human ubiquitin-specific protease USP2a; AID 463254; USP2 core, Ub-CHOP2 coupled fluorogenic reporter, 485/531; O75604; Potency, µM (titrated, usually from 38.3 µM), inactives show at the highest dose activity change, negative = inhibition, usual class: inhibitors; 330,000 tested, 0.01% active;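 further: potency means the concentration at half of the fitted maximal effect; plate controls were DMSO wells for no effect and full inhibition by NEM control for full effect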
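USP2 core (10nM final) preincubated 30min RT with compound in 20mM Tris-HCl pH 8.0, 2mM CaCl2, 2mM beta-mercaptoethanol, 0.05% CHAPS; 25nM Ub-CHOP2 plus 25nM reporter substrate added, fluorescence (Ex485/Em531) read after 60min.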
Chronic BCR inh – chronic active BCR signaling inhibition. ABC-DLBCL IkBa-CBG/CBR reporter, luminescence ratio, 4 h. Potency, µM (series often up to 46.1 µM), for inactives: top-dose ratio change, negative = lower green/red ratio, most hits filed as inhibitors. 340,000 tested, 0.05% active. AID 493014; active means well fitted inhibition curve with a large enough effect in the signal ratio, with a control signal flat, not every such curve was filed as active; inconclusive means small, poorly fitted or top-dose-only effect, or effect the other way, or a change in a side signal; the % refers to the signal ratio;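 further: potency means the concentration at half of the fitted maximal effect; plate controls were basal doxycycline-induced cells for no effect and cells given 10 µM MG132 for full effect; MG132 reads +100%, hits lower the ratio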
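TMD8 human ABC-DLBCL cells with doxycycline-inducible IκBα–green luciferase fusion and unfused red luciferase, in 0.5% FBS medium; compounds up to 46 uM, 4 h at 37C. Green/red luminescence ratio, filter-overlap corrected, fitted to concentration-response curves.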
PTAP TSG101 blk – blocks PTAP/TSG101 interaction to inhibit HIV-1 budding; Fluorescence polarization, FITC-PTAP peptide / Tsg101 binding; Potency, µM (series often up to 115 µM), without a hit: at the highest dose activity change, negative = inhibition, usual class: inhibitors; 340,000 tested, under 10 active; active means well fitted inhibition curve with a large enough effect in the main read-out, with a control signal flat, not every such curve was filed as active; inconclusive means small, poorly fitted or top-dose-only effect, or effect the other way, or a change in a side signal; inactive means no such curve, though single readings can be large or run the other way; further: potency means the concentration at half of the fitted maximal effect; % of control where 0% means no effect
Target sequence (Q99816 whole entry, looked up): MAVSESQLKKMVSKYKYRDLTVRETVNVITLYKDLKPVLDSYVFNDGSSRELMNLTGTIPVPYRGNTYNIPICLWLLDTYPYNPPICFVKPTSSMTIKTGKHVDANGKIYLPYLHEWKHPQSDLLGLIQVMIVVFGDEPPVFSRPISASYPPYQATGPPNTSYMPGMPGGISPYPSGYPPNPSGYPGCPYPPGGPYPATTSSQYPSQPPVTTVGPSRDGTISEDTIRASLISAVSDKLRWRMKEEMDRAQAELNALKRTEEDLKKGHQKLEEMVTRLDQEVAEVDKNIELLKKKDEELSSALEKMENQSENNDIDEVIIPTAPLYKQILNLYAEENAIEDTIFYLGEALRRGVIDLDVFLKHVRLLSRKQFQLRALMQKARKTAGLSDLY
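FP read-out: FITC-PTAP peptide, 50 nM final, binding Tsg101 binding domain, 10 uM final; 20 min, r.t.; 10 mM HEPES pH 7.5, 0.15 M NaCl, 0.01% Tween 20, 3 mM EDTA, 0.1 mM TCEP.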
B2AR arrestin – beta2AR (human) beta-arrestin recruitment activity; beta-arrestin recruitment to beta2AR, cell-based reporter; Potency, µM (titrated, usually from 46.1 µM), for the others: at the top dose activation, hits mostly activators; 330,000 tested, 0.02% active;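 further: potency means the concentration at half of the fitted maximal effect; 0% = DMSO controls and full agonism = EC100 isoproterenol or metaproterenol; nearly all actives have a fitted effect of over 65% in size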
TSHR antag – human thyrotropin receptor antagonism; 330,000 tested, 0.2% active; P16473; TSHR-expressing cells, TSH-stimulated cAMP HTRF, 2 h; active compounds read low; AID 504810; activity change, negative = inhibition, % at 11.5 µM;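 active means activity change below a set negative limit, meaning inhibition stronger than a set level, cut at about -70% in these data; inconclusive means activity change between two set negative limits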; further: on the % scale 0 is the no-effect control and ±100 the full control effect
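Read-out is FRET at 665 nm (cryptate excitation 337 nm) from a cryptate-tagged anti-cAMP antibody, competed by cell cAMP against cAMP-d2. Compounds are tested on freshly harvested TSHR cells challenged with 4nM TSH (EC80) for 2 hours at 37 deg C.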
Eya2 phos inh – blocks the phosphatase activity of human Eya2; Potency, µM (titrated, usually from 76.9 µM), for the others: at the top dose activity, negative = inhibition, most hits filed as inhibitors; recombinant Eya2, OMFP fluorescence dephosphorylation (OMFP is methylfluorescein phosphate); 330,000 tested, 0.006% active; O00167; further: potency means the concentration at half of the fitted maximal effect; on the % scale 0 is the no-effect control and ±100 the full control effect
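Eya2 protein (added as 0.2 uM solution) was preincubated with compound for 10 min at ambient temperature in 50 mM HEPES pH 7.5, 50 mM NaCl, 5 uM MgCl2, 0.05% BSA, 1 mM DTT. OMFP (added at 50 uM) then reacted 10 min; fluorescence read at 485/525 nm.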
Tb PFK inh – inhibitors of T. brucei phosphofructokinase; 330,000 tested, 0.17% active; Potency, µM (doses to about 57.5 µM), inactives show at the highest dose activity, negative = inhibition, actives largely listed as inhibitors; AID 485367; O15648; T. brucei PFK, ADP-Glo luminescence;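 further: potency means the concentration at half of the fitted maximal effect; 0% = uninhibited 1x PFK enzyme wells and -100% = no-enzyme wells; nearly all actives have a fitted effect of over 60% in size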
Target sequence (O15648 whole entry, looked up): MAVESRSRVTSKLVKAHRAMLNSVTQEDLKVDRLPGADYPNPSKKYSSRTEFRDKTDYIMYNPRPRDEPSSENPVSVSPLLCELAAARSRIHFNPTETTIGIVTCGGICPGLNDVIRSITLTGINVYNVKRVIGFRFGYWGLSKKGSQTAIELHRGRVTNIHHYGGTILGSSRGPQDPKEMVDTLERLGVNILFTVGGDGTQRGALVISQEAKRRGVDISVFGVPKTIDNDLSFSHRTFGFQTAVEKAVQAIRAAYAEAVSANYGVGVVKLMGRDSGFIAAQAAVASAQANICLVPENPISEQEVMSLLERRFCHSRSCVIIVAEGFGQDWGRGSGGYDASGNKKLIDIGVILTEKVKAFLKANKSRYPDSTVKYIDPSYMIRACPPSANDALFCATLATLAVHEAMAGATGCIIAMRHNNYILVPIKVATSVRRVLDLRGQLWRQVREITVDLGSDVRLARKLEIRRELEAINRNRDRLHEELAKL
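ADP-Glo luminescence quantified ADP after 45 min at room temperature, with 1.25 nM T. brucei PFK, 0.1 mM ATP and 0.5 mM fructose-6-phosphate in pH 8.0 TEA buffer. qHTS titrations up to 57 µM; curves classified by quality.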
Mito fusion yeast – inhibitors of mitochondrial division or activators of mitochondrial fusion; S. cerevisiae fusion-defective mutant growth rescue, CellTiterGlo 48 h; Potency, µM (series often up to 46.1 µM), without a hit: at the top dose growth rescue (activation), actives largely listed as activators; AID 485298; 320,000 tested, 0.23% active;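 further: potency means the concentration at half of the fitted maximal effect; % of control where 0% means no effect; nearly all actives have a fitted effect of over 45% in size; temperature-sensitive fusion mutants such as fzo1-1 at 37 °C on non-fermentable ethanol glycerol medium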
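Temperature-sensitive fusion-defective S. cerevisiae (e.g. fzo1-1, mgm1-5) were grown with compound in YPEG medium (3% ethanol, 3% glycerol) for 48 hours at 37C. Growth rescue was measured as viability by CellTiterGlo luminescence after 10 minutes at ambient.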
TCR act – T cell receptor activation. primary human leukocytes, anti-CD3, IL-2 HTRF, 48 h. Potency, µM (series often up to 9.22 µM), inactives show top-dose activation of IL-2 secretion, usual class: activators. 330,000 tested, under 10 active. AID 504894; further: % of control where 0% means no effect
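Readout: HTRF IL-2, Eu-cryptate/d2 antibody pair, 320nm excitation, 665nm emission. Stimulus: a-CD3 beads, no co-stimulation. Cells: primary human leukocytes. Exposure: 48 hr with compound.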
The depositor's hits bear a star; ? = inconclusive; · = not tested or not shown; [ ] = dose if it differs, or a comment. Unless noted, the call rests on the fitted dose curve; in most records, active means well fitted curve in the direction sought with a large enough effect; inconclusive means small, poorly fitted or top-dose-only effect, or another doubt; inactive means no such curve, though single readings can be large; an effect the other way counts as inactive or inconclusive.

Molecule	uPA generation	ELG1 repair inh	USP2a block	Chronic BCR inh	PTAP TSG101 blk	B2AR arrestin	TSHR antag	Eya2 phos inh	Tb PFK inh	Mito fusion yeast	TCR act
O=C1CCCc2ccccc2N1Cc1ccccc1Cl	0%	-15%	0%	13%	-6%	-0.5%	-3	-15%	-1%	-4%	1%
O=C(NNc1ccc(O)cc1)c1ccc(Br)cc1	?	5.8µM*	4%	8%	-6%	-0.1%	-9	15%	-5%	-6%	-2%
Cc1ccccc1NC(=O)C1c2ccccc2Oc2ccccc21	0%	?	2%	-11%	-1%	-0.4%	13	-5%	5%	2%	2%[46.1 µM]
O=C(O/N=C(\c1ccccc1)c1ccncc1)c1ccccc1Cl	4%	-5%	0%	-14%	1%	0.1%	-11	-12%	-5%	2%	1%
CC(C)C(c1nnnn1C1CCCCC1)N1CCN(c2ncccn2)CC1 (configuration not stated)	-2%	-1%	0%	-1%	-2%	0.2%	-2	-1%	0%	25%	-4%
COC(=O)c1ccc(NC(=O)COc2ccccc2OC)cc1	1%	-1%	2%	?	0%	0.1%	5	7%	-2%	-3%	3%
CCc1ccc(NS(=O)(=O)c2cccc3nonc23)cc1	-2%	6%	2%	8%	-2%	0.1%	14	-20%	-2%	-1%	0%
CN(C)S(=O)(=O)c1ccc(NC(=O)c2ccncc2)cc1	1%	-18%	2%	3%	3%	-0.1%	-6	3%	0%	1%	-3%
Cc1cc(C)cc(C(=O)NC(CC(N)=O)c2ccc(N3CCN(c4ccccc4)CC3)c([N+](=O)[O-])c2)c1 (configuration not stated)	17%	-7%	-1%	4%	-7%	-2.2%	-8	5%	2%	1%	-3%
Cc1nc(NC(=O)c2ccccc2)sc1-c1csc(Nc2ccc(Cl)cc2)n1	·	?	3%	?	·	0.0%	4	7%	-3%	-2%	·
O=c1nc(N2CCCCCC2)nc(N2CCCCCC2)[nH]1	-1%	2%	-1%	?	-7%	-0.5%	-6	-3%	-2%	-1%	-2%
Cc1cc(C)n(-c2nc(NCCCO)c3c4c(sc3n2)CCCC4)n1	-10%	?	2%	?	-2%	?	-5	10%[15.4 µM]	6%	6%	1%
CN1C(=S)SC(N(O)C=C2C=CC(=O)C=C2)C1(C)C (configuration not stated)	2%	2%	0%	2%	0%	0.1%	2	-23%	-2%	-2%	3%
Cc1csc(SC(C)C(=O)Nc2ccccc2C)n1 (configuration not stated)	-2%	8%	2%	-18%	-1%	-0.1%	-3	-4%	-1%	2%	3%
Cc1nc2ccc(NC(=O)N3CCSCC3)cc2s1	1%	10%	-1%	?	-6%	2.1%	-12	-10%	1%	1%	1%
Cc1ccc2cc(C(c3nnnn3C3CCCC3)N3CCN(c4ccccc4)CC3)c(=O)[nH]c2c1 (configuration not stated)	-4%	-18%	4%	?	-4%	0.0%	-3	-1%	23%	-3%	-6%

Some of these compounds in order of their number in PTAP TSG101 blk, lowest first.
Compound	PTAP TSG101 blk
O=c1nc(N2CCCCCC2)nc(N2CCCCCC2)[nH]1	-7%
Cc1cc(C)n(-c2nc(NCCCO)c3c4c(sc3n2)CCCC4)n1	-2%
CN1C(=S)SC(N(O)C=C2C=CC(=O)C=C2)C1(C)C (configuration not stated)	0%

The list continues.
Molecule	uPA generation	ELG1 repair inh	USP2a block	Chronic BCR inh	PTAP TSG101 blk	B2AR arrestin	TSHR antag	Eya2 phos inh	Tb PFK inh	Mito fusion yeast	TCR act
COc1ccc(C(=O)OCC(=O)c2ccc(C3CCCCC3)cc2)cc1	-1%	11%	1%	1%	1%	0.0%	-17	1%	3%	0%	-26%
O=C(N1CCCCCC1)n1c(Cc2ccccc2)nc2ccccc21	-3%	?	1%	?	0%	0.0%	34	2%	0%	1%	-1%[46.1 µM]
O=C(/C=C/c1cn(-c2ccccc2)nc1-c1cccnc1)N1CCCCC1	-26%	-28%	1%	?	-1%	0.1%	-4	-11%	2%	16%	4%
COc1ccc(CCNC(=O)C2CCN(S(=O)(=O)c3ccc(OC)c(OC)c3)CC2)cc1OC	-11%	-2%	2%	1%	1%	6.5%	14	0%	1%	22%	-4%
Cc1noc(NS(=O)(=O)c2ccc(NC(=O)c3cc(=O)c4ccccc4o3)cc2)c1C	-6%	12%	4%	6%	-6%	0.1%	0	-7%	?	-3%	-6%
COCCCNC(=O)c1cn(CC(C)C)c(=O)c2c1c1ccccc1n2C	-6%	-24%	1%	0%	-6%	-0.2%	-3	32%	2%	1%	3%
COCN(C#N)c1nc(OC)nc(OC)n1	1%	23%	-2%	-2%	-1%	-0.4%	8	8%	-2%	6%	0%
COc1ccc(OC)c(NC(=O)CSc2nc3ccccc3c3nc4ccccc4n23)c1	·	?	2%	5%	·	-0.1%	8	-5%	0%	-1%	4%[46.1 µM]
COc1ccccc1NC(=O)CC1C(=O)Nc2c1c(=O)n(C)c(=O)n2C (configuration not stated)	3%	4%	-2%	?	2%	0.6%	-15	3%	0%	1%	-96%
Cn1nccc1NS(=O)(=O)c1ccc(F)cc1	-1%	0%	3%	11%	-3%	-0.3%	-17	0%	4%	0%	0%
CC1CC(C)CN(S(=O)(=O)c2ccc(NC(=O)CN3CCCCCC3)cc2)C1 (configuration not stated)	10%	-30%	-1%	6%	-7%	0.0%	3	12%	-2%	9%	-3%
Cc1ccc(CC2CC(=O)N(c3ccc(C)cc3)C2=O)cc1 (configuration not stated)	2%	-6%	1%	?	-2%	-0.1%	-6	7%	1%	1%	1%
COc1cccc(-n2nnnc2SCC(=O)N2CCCc3ccccc32)c1	-2%	2%	1%	?	-6%	0.0%	-12	27%	-4%	3%	-1%
CCOc1cc(C)c(Cl)cc1S(=O)(=O)n1cnc2ccccc21	-1%	0%	1%	10%	-1%	-0.2%	-8	0%	3%	15%	3%
Cc1c(Cl)cccc1NC(=O)CCN1CCN(C)CC1	15%	0%	-1%	9%	1%	0.0%	3	7%	0%	-1%	1%
O=C(CSc1nc2cc(Cl)ccc2s1)Nc1cccc(S(=O)(=O)N2CCOCC2)c1	-4%	?	-1%	-15%	2%	-0.9%	-14	-13%	6%	25%	-4%[46.1 µM]
CCOC(=O)c1cc(-c2ccc([N+](=O)[O-])cc2)nc2c1c(=O)[nH]c(=O)n2Cc1ccccc1	-3%	26%	1%	?	0%	-0.4%	-1	-8%	-3%	-7%	1%
Cc1c(Cl)c([N+](=O)[O-])nn1CCCC(=O)Nc1cccc(Cl)c1	-2%	-6%	4%	11%	-3%	-1.0%	23	6%	0%	8%	-1%[46.1 µM]
CCCCC1=CC2=CC(=O)C(C)(OC(=O)CC)C(=O)C2=CN1CCc1ccc(Br)cc1 (configuration not stated)	-3%	13%	6%	0%	-3%	-0.4%	-11	-2%	3%	-6%	-27%
COc1ccccc1NC(=S)NC(=O)Cc1ccc(Cl)cc1	2%	21%	2%	?	-2%	-1.1%	-14	8%	2%	-14%	3%

Random draw from the library. About 3% of those tested had a hit in this group.
